Bioassay records deposited in PubChem BioAssay by National Center for Advancing Translational Sciences (NCATS).
p53null 39C kill: kills p53 null cells at the nonpermissive temperature; 55,000 tested, 0.97% active; Potency, µM (top dose mostly 46.1 µM), inactives show at the top dose activity, negative = cell killing, actives largely listed as cytotoxic; H1299 p53-null (neo) cells, 39C, ATPlite viability, 24 h;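 also: potency is read from the fitted curve at half-maximal effect; 0% = DMSO only and -100% = full killing by 100 µM tamoxifen; nearly all actives have a fitted effect of over 50% in size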
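Following overnight plating at 37C (600 cells/well), H1299-neo or H1299-p53A138V cells are dosed up to 46 uM. Incubation lasts 24 hr at 39C before ATP detection.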
NTMT1 inh: blocks human N-terminal methyltransferase 1 activity. 59,000 tested, 2.5% active. NTMT1 MTase-Glo SAH luminescence, purified enzyme. Potency, µM (highest dose often 114 µM), inactives show at the top dose activity change, negative = inhibition, usual class: inhibitors. Q9BV86. AID 1645870;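 also: potency is read from the fitted curve at half-maximal effect; plate controls were DMSO vehicle for no effect and no enzyme for full effect; nearly all actives have a fitted effect of over 65% in size; many of its hits are not listed in these tables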
Target sequence (Q9BV86 whole entry, looked up): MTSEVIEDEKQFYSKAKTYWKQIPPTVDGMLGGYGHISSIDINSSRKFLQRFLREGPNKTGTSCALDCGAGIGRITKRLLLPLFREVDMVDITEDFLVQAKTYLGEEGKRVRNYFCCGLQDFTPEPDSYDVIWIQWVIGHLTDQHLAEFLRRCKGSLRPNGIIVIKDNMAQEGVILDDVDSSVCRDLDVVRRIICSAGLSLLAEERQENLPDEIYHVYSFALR
GALK inh: inhibitors of human galactokinase (GALK); AID 1347072; 44,000 tested, under 10 active; P51570; Potency, µM (titrated, usually from 57.5 µM), inactives show at the highest dose activity, negative = inhibition, hits mostly inhibitors; recombinant GALK, Kinase-Glo ATP luminescence, 1 h;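 also: plate controls were full GALK reaction for no effect and reaction lacking GALK for full effect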
Target sequence (P51570 whole entry, looked up): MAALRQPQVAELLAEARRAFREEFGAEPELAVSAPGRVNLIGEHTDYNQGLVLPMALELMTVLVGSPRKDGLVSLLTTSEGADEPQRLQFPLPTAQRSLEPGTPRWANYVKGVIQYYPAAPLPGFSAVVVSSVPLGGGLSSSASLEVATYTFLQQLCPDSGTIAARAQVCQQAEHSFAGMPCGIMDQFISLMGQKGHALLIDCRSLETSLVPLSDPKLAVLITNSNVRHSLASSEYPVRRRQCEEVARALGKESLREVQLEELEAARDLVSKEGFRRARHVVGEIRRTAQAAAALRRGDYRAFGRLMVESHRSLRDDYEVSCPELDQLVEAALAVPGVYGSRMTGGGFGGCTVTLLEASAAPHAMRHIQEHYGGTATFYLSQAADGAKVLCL
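Compounds were pinned into ATP buffer, then GALK-galactose mix was added (final 5 nM enzyme, 35 uM ATP, 100 uM galactose, pH 8.0). After 1 h at room temperature, Kinase-Glo Plus was added and luminescence read.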
PTAP-TSG101 blk: TSG101-PTAP interaction inhibition, HIV-1 budding | Potency, µM (doses to about 115 µM), without a hit: top-dose activity change, negative = inhibition, usual class: inhibitors | 44,000 tested, under 10 active | Q99816 | Fluorescence polarization, FITC-PTAP peptide/Tsg101, 20 min; also: potency is read from the fitted curve at half-maximal effect; 0% is about no effect
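qHTS FP binding, 20 min r.t.: 10 uM Tsg101 domain + 50 nM FITC-PTAP peptide, pH 7.5 HEPES buffer with TCEP and EDTA.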
FH mod: Identification of activators of human fumarate hydratase by quantitative high-throughput screening. Fumarate hydratase, mitochondrial (Homo sapiens), P07954. FH coupled MDH/diaphorase resazurin fluorescence, 15 min. Potency, µM (highest dose often 79.9 µM), inactives show at the top dose activity change, negative = inhibition, most hits filed as inhibitors. 54,000 tested, 0.22% active. AID 1347055, 2019; also: potency is read from the fitted curve at half-maximal effect; % is scaled to controls: 0 for no effect and ±100 for the full control effect; the screen sought activators but most active calls are inhibition curves; nearly all actives have a fitted effect of over 45% in size
B2AR arrestin ag: ADRB2 beta-arrestin recruitment; HTLA Tango cells, beta-arrestin recruitment, luciferase luminescence, 18 h; Potency, µM (series often up to 46.1 µM), for the others: top-dose activation, actives largely listed as activators; 44,000 tested, under 10 active;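 also: potency is read from the fitted curve at half-maximal effect; 0% = DMSO and full agonism = EC100 isoproterenol or metaproterenol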
Target sequence (P07550 whole entry, looked up): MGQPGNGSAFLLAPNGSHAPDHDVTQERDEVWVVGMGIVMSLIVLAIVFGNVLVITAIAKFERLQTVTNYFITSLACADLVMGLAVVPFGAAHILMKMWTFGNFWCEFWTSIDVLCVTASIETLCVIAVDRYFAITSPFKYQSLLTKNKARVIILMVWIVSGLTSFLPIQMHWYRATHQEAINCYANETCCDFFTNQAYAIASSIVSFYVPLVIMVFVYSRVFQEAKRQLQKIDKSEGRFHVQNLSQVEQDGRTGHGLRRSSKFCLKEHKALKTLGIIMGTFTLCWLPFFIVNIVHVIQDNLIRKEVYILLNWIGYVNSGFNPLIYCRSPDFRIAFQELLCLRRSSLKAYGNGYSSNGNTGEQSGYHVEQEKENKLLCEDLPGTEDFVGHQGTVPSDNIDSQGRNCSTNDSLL
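Tango cells expressing recombinant beta2-AR and beta-arrestin were treated with compounds (up to 46 microM titration) in DMEM with 1% FBS for 18 hr at 37 degrees C. Beta-arrestin recruitment drove tTA-dependent luciferase, read by luminescence; curves were fitted and classed.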
p53null 32C kill: p53 null cell cytotoxicity, permissive temperature; 55,000 tested, 0.62% active; Potency, µM (doses to about 46.1 µM), for the others: at the highest dose activity change, negative = cytotoxicity, most hits filed as cytotoxic; H1299-neo p53 null cells, ATP luminescence, 24 h, 32C;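 also: potency is read from the fitted curve at half-maximal effect; 0% = DMSO only and -100% = full killing by 100 µM tamoxifen; nearly all actives have a fitted effect of over 55% in size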
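Luminescent ATP readout gave cell viability of p53-null H1299-neo cells after a 24 h compound exposure at the permissive 32C. Titrations ran up to 46 uM, and AC50s were fitted with the standard Hill equation.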
Starred values were filed as active, the others as inactive; u = inconclusive; x = not tested or not shown; [ ] = remark or other dose. Calls follow the shape of the dose curve; as a rule, active = well fitted curve in the direction sought with a large enough effect; inconclusive = small, poorly fitted or top-dose-only effect, or another doubt; inactive = no such curve, though single readings can be large; an effect the other way counts as inactive or inconclusive. The list is partial (hit frequency here may not be typical).

[1] COc1ccc(F)cc1S(=O)(=O)Nc1cccc(-c2ccc(N3CCCCCC3)nn2)c1
[2] COc1ccc(NC(=O)CN(C)S(=O)(=O)c2cccc3nsnc23)cc1
[3] O=C(NCc1ccccc1)c1cc(-c2cccc(Cl)c2)on1
[4] CCOC(=O)c1cnc2cc(Cl)c(OC)cc2c1Nc1ccc(Br)cc1C
[5] CN(C)CCCNc1oc(/C=C/c2ccc(F)cc2)nc1C#N
[6] COC(=O)CSc1ncc2c(n1)-c1ccccc1N(Cc1cccc(F)c1)S2(=O)=O
[7] COc1ccc(-c2ccnc3[nH]n(-c4ccccc4)c(=O)c23)cc1
[8] Cc1ccc(CNC(=O)c2cc3ccc4cccnc4c3[nH]2)cc1

Assay by compound,1,2,3,4,5,6,7,8
p53null 39C kill,28%,9%,-8%,x,-19%,-7%,-25%,-28%
NTMT1 inh,x,5%,x,15%,u,-2%,10%,1%
GALK inh,-4%,-2%,6%,0%,-6%,4%,8%,-3%
PTAP-TSG101 blk,1%,2%,-2%,0%,1%,1%,-5%,0%
FH mod,x,-6%,x,-14%,-14%,-2%,-7%,-3%
B2AR arrestin ag,3%,1%,-1%,0%,u,0%,-1%,1%
p53null 32C kill,0%,-4%,-3%,x,6%,-1%,12%,-8%

[9] Cc1ccc(-c2cc(C(=O)NCc3cnn(C)c3C)c3cc(Br)ccc3n2)cc1
[10] CCCCOc1ccc(C(=O)NCCc2sc(-c3cccc(F)c3)nc2C)cc1
[11] CCS(=O)(=O)N1CCc2cc(C(=O)Nc3ccc(C)c(Cl)c3)ccc21
[12] CCN1CCN(c2oc(/C=C/c3ccccc3OC)nc2C#N)CC1
[13] CCOc1ccccc1NC(=O)CSc1nc2ccccc2nc1Cc1ccc(C)cc1
[14] O=c1ccc2cc(S(=O)(=O)NCc3ccc(Br)cc3)ccc2[nH]1
[15] CCOC(=O)c1ccccc1NC(=O)CSc1nc2ncccc2o1
[16] COc1cc(-c2nc(SCC(=O)Nc3ccc4c(c3)OCO4)c(-c3ccccc3)[nH]2)cc(OC)c1OC

Assay by compound,9,10,11,12,13,14,15,16
p53null 39C kill,u,8%,-1%,-23%,7%,11%,-13%,u
NTMT1 inh,-14%,0%,-5%,u,15%,-2%,-7%,1%
GALK inh,0%,0%,3%,-6%,u,1%,0%,1%
PTAP-TSG101 blk,0%,-2%,0%,1%,9%,-5%,0%,-2%
FH mod,-6%,u,-38%,-13%,u,4%,0%,u
B2AR arrestin ag,0%,0%,-3%,-1%,0%,-1%,-1%,2%
p53null 32C kill,u,-1%,-4%,6%,14%,3%,6%,17%

[17] Cc1ccc2nc(NC(=O)CSc3nccn3Cc3ccc(Cl)cc3)sc2c1
[18] Cc1ccc(Cl)cc1NC(=O)CSc1nc(C)c(C)c(C)c1C#N
[19] CCOc1ccc(CCNC(=O)Cn2nnc(-c3ccccc3)n2)cc1OCC
[20] COc1cccc(CN(C(=O)c2oc3ccc(Br)cc3c2C)C2CCS(=O)(=O)C2)c1 (configuration not stated)
[21] CSc1cccc(NC(=O)CN2C(=O)CCc3cc(S(=O)(=O)N4CCCCC4)ccc32)c1
[22] CCOc1ccc(-c2c(C)nn3c(C)c(C(=O)NCCN(C)C)cnc23)cc1OCC
[23] COc1ccccc1Cn1ccn(CC(=O)Nc2c(C)cc(C)cc2C)c(=O)c1=O
[24] COc1ccccc1C(=O)Nc1ccccc1SCc1cc(=O)c2ccccc2[nH]1

Assay by compound,17,18,19,20,21,22,23,24
p53null 39C kill,22%,-14%,-18%,9%,10%,19%,-10%,5%
NTMT1 inh,1%,10%,10%,5%,-18%,-4%,-5%,1%
GALK inh,1%,8%,9%,0%,0%,1%,4%,-1%
PTAP-TSG101 blk,0%,-3%,0%,-5%,-4%,2%,1%,-5%
FH mod,-18%,-1%,-18%,-11%,1%,2%,9%,-13%
B2AR arrestin ag,0%,1%,0%,12%,0%,1%,1%,0%
p53null 32C kill,18%,-6%,-3%,2%,4%,1%,-7%,0%

[25] CCOC(=O)N1CCc2c(sc3c2c(=O)n(-c2ccccc2)c(=O)n3CC(=O)Nc2ccc(OC)cc2OC)C1
[26] Cc1c(C(=O)Nc2cccc(C(F)(F)F)c2)sc2nc3n(c(=O)c12)CCCC3
[27] Cc1ccccc1-c1noc(-c2ccc(N3CCCC3)c([N+](=O)[O-])c2)n1
[28] Cc1cc(C)cc(-n2ccnc(NCCc3ccccc3)c2=O)c1
[29] CC1CCc2c(sc3nnn(CC(=O)Nc4cccc(C(F)(F)F)c4)c(=O)c23)C1 (configuration not stated)
[30] O=C(Nc1ccc(C(=O)OCc2cc(=O)n3c4c(sc3n2)CCCC4)cc1)c1ccc(F)cc1
[31] Cc1ccc(Cl)c2sc(NC(=O)c3ccc(S(=O)(=O)N4CCCC4)cc3)nc12
[32] COc1ccccc1C(=O)c1c(N)c(-c2nc(-c3ccccc3)cs2)c2ccccn12

Assay by compound,25,26,27,28,29,30,31,32
p53null 39C kill,-1%,-2%,-7%,0%,-10%,-12%,7%,-2%
NTMT1 inh,-5%,8%,2%,-7%,15%,3%,5%,5%
GALK inh,7%,-5%,-12%,-2%,2%,3%,2%,6%
PTAP-TSG101 blk,-1%,-29%,-1%,0%,2%,0%,0%,0%
FH mod,-2%,-11%,-5%,5%,-23%,-3%,7%,-7%
B2AR arrestin ag,-2%,0%,-2%,2%,0%,0%,0%,-2%
p53null 32C kill,-3%,0%,-4%,-2%,-1%,-6%,13%,10%

[33] Cc1cccc(-n2cc(-c3ccccc3)nc2SCC(=O)Nc2ccccc2Cl)c1
[34] CC1CCCCN1S(=O)(=O)c1ccc(F)c(C(=O)Nc2ccccc2C(F)(F)F)c1 (configuration not stated)
[35] Cc1nc(SCC(=O)N2CCN(c3ccccc3)CC2)[nH]c(=O)c1C
[36] CCC(=O)N1CCc2cc(Br)cc(S(=O)(=O)NCCc3ccccc3)c21
[37] COC(=O)c1ccc(Cn2c(SCc3ccccc3F)nc3ccncc32)cc1
[38] Cc1cccc(-n2c(C)nc3cc(C(=O)NC4CCCCCC4)ccc32)c1
[39] Cc1ccc(C)c(N(C)S(=O)(=O)c2ccc3[nH]cc(C(=O)NC4CCCC4)c(=O)c3c2)c1
[40] Cc1ccc(Cl)cc1NC(=O)C1CCC(CNS(=O)(=O)c2cccc3nsnc23)CC1 (configuration not stated)

Assay by compound,33,34,35,36,37,38,39,40
p53null 39C kill,22%,-1%,14%,-7%,-10%,13%,-7%,-8%
NTMT1 inh,9%,7%,-2%,0%,9%,-4%,-4%,15%
GALK inh,0%,-1%,7%,6%,1%,0%,1%,0%
PTAP-TSG101 blk,-5%,1%,-10%,-12%,-1%,-3%,-2%,1%
FH mod,-17%,u,-9%,-11%,-10%,5%,-30%,6%
B2AR arrestin ag,-3%,1%,0%,0%,0%,1%,0%,0%
p53null 32C kill,3%,u,0%,9%,-15%,21%,62%[activator],-9%

[41] COc1ccc(/C=C\C(=O)NC2CC(=O)N(c3ccc(F)cc3)C2)cc1OC (configuration not stated)
[42] CC1CCN(C(=O)Cn2cc(SCC(=O)NCc3ccccc3Cl)c3ccccc32)CC1
[43] Cc1nn(CC(=O)Nc2ccccc2F)c(=O)c2c(C)n(-c3ccc(Cl)cc3)nc12
[44] CCOc1ccc(C(=O)c2oc3ccccc3c2NC(=O)c2cc(=O)c3ccc(C)cc3o2)cc1
[45] COc1ccc(/C=C(\C#N)c2nc(-c3cc(Cl)ccc3OC)cs2)cc1
[46] CCc1ccc(NS(=O)(=O)c2[nH]ncc2C(=O)OC)cc1
[47] CCCc1cnc2c(c1SCC(=O)N1CCC(C)CC1)c(=O)n(C)c(=O)n2C
[48] Cc1ccc(Cn2c(=O)n(Cc3ccccc3)c(=O)c3oc4ccccc4c32)cc1

Assay by compound,41,42,43,44,45,46,47,48
p53null 39C kill,-7%,-3%,-6%,6%,-3%,-5%,14%,-15%
NTMT1 inh,-23%,8%,17%,-2%,u,4%,-5%,8%
GALK inh,2%,0%,0%,3%,0%,2%,0%,u
PTAP-TSG101 blk,3%,6%,3%,2%,-1%,-4%,-1%,-12%
FH mod,6%,-9%,2%,-8%,1%,-4%,-10%,-7%
B2AR arrestin ag,-4%,0%,0%,0%,0%,0%,-4%,4%
p53null 32C kill,3%,11%,-1%,0%,-3%,17%,10%,1%

[49] CCOC(=O)c1ccc(NC(=O)Cc2noc3ccc(C)cc23)cc1
[50] COc1cccc(NC(=O)CCc2nc(-c3cc(OC)c(OC)c(OC)c3)no2)c1
[51] CCOc1ccc(N(c2nc(-c3ccc(OC)c(OC)c3)no2)c2nc(-c3ccc(OC)c(OC)c3)no2)cc1
[52] O=S(=O)(NCC(c1ccccc1)N1CCc2ccccc21)c1ccccc1 (configuration not stated)
[53] CC(C)c1ccc(Nc2c(-c3ccc(N4CCOCC4)cc3)nc3ncccn23)cc1
[54] CC(C)CCNC(=O)c1cnc2sc(N3CCCCC3)nn2c1=O

Assay by compound,49,50,51,52,53,54
p53null 39C kill,-17%,-4%,-8%,-25%,-22%,2%
NTMT1 inh,13%,u,-19%,12%,u,x
GALK inh,-1%,-10%,-8%,-2%,2%,1%
PTAP-TSG101 blk,0%,-8%,-7%,-1%,0%,-4%
FH mod,-1%,-15%,3%,-10%,-3%,x
B2AR arrestin ag,0%,0%,-1%,-3%,1%,2%
p53null 32C kill,-3%,0%,1%,23%,6%,6%

Retrieved by structure from the entries so far, 5 records:
[19] CCOc1ccc(CCNC(=O)Cn2nnc(-c3ccccc3)n2)cc1OCC
[45] COc1ccc(/C=C(\C#N)c2nc(-c3cc(Cl)ccc3OC)cs2)cc1
[34] CC1CCCCN1S(=O)(=O)c1ccc(F)c(C(=O)Nc2ccccc2C(F)(F)F)c1 (configuration not stated)
[40] Cc1ccc(Cl)cc1NC(=O)C1CCC(CNS(=O)(=O)c2cccc3nsnc23)CC1 (configuration not stated)
[25] CCOC(=O)N1CCc2c(sc3c2c(=O)n(-c2ccccc2)c(=O)n3CC(=O)Nc2ccc(OC)cc2OC)C1

Assay by compound,19,45,34,40,25
p53null 39C kill,-18%,-3%,-1%,-8%,-1%
NTMT1 inh,10%,u,7%,15%,-5%
GALK inh,9%,0%,-1%,0%,7%
PTAP-TSG101 blk,0%,-1%,1%,1%,-1%
FH mod,-18%,1%,u,6%,-2%
B2AR arrestin ag,0%,0%,1%,0%,-2%
p53null 32C kill,-3%,-3%,u,-9%,-3%
